PLK1 PBD inh – blocks phosphopeptide binding to human PLK1 polo-box domain; Plk1 PBD binding of FITC phosphopeptide, fluorescence polarization; Potency, µM, for inactives: max response, negative = inhibition, most hits filed as inhibitors; P53350; actives 2.8% (n = 360,000); AID 720504; note: potency is the fitted concentration of half-maximal effect; series mostly up to about 57 µM; % is set by controls: 0 for no effect and ±100 for the full control effect; nearly all actives have a fitted effect of over 65% in size
Target sequence (P53350 whole entry, looked up, the tested form may be a part): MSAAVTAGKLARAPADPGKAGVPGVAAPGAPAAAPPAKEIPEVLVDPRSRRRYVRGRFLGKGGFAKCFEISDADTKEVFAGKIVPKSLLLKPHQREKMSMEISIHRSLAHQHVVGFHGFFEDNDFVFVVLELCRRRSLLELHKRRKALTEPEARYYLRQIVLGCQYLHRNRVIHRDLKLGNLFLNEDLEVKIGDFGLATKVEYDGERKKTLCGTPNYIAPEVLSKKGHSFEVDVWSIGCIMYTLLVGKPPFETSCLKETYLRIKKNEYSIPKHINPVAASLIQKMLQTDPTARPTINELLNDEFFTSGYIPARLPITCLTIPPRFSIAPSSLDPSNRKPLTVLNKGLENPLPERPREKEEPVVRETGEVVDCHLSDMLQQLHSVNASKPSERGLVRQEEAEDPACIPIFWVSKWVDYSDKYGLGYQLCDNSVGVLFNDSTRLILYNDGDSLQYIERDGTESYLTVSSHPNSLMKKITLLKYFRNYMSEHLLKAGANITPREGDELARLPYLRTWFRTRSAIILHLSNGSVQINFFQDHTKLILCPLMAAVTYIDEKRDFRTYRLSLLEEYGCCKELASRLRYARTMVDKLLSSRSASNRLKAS
Abeta yeast res – compounds reversing amyloid beta toxicity in yeast; yeast expressing A-beta42, growth rescue, OD600, 48 h; response scale: 0% DMSO, 100% iron-clioquinol control; Potency, µM (highest dose often 46.1 µM), for inactives: top-dose growth rescue, hits mostly activators; actives 0.063% (n = 410,000); note: potency is the fitted concentration of half-maximal effect; nearly all actives have a fitted effect of over 55% in size
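Yeast A-beta toxicity model in growth medium with pinned compounds, 48 h at 30 C; growth read as absorbance at 600 nm. Normalized to FeCl3/clioquinol equimolar mix (positive) and DMSO (negative).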
WRN inhibitor – inhibitors of human WRN helicase; WRN helicase unwinding, fluorescent forked duplex, kinetic; Potency, µM (highest dose often 114 µM), inactives show top-dose activity change, negative = inhibition, most hits filed as inhibitors; actives 0.46% (n = 360,000); AID 651768; note: potency is the fitted concentration of half-maximal effect; % is set by controls: 0 for no effect and ±100 for the full control effect; nearly all actives have a fitted effect of over 55% in size
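Primary qHTS, 1536-well format. 20 nM WRN + compound, 15 min RT; start with 100 nM forked fluorophore/quencher duplex, 2 mM ATP (final); kinetic read ex 525/em 598 nm.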
IL-2 act – IL-2 activation | IL-2 activation reporter assay, cell-based qHTS; stimulated with anti-CD3/CD4/CD28 beads; in transgenic mouse T cells | activation, % (series mostly up to about 46 µM) | actives 0.065% (n = 360,000); in the data active = activation above about 50%; inconclusive = mostly about 30% to 49%; note: 0% is about no effect
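Screening format: compound pinned onto unstimulated transgenic mouse T cells, 60 min incubation, then anti-CD3/anti-CD4/anti-CD28 bead stimulation for 18 hours at 37 degrees C, followed by EGFP and DsRed detection.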
FUS suppressor – FUS proteinopathy suppression in yeast. S. cerevisiae FUS-expressing, growth rescue, OD600, 24 h. Potency, µM (titrated, usually from 76.6 µM), without a hit: top-dose growth rescue (activation), actives largely listed as activators. actives 0.24% (n = 390,000). AID 1347120;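 note: potency is the fitted concentration of half-maximal effect; plate controls were DMSO vehicle for no effect and reference control for full effect; nearly all actives have a fitted effect of over 55% in size; some results filed as inactive show a strong effect at the top dose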
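Yeast FUS proteinopathy model; galactose-induced FUS (2%), starting OD 0.005. Cpds in dilution series, 24hr, 30C, 99% humidity. Abs 600 nm growth. Pos ctrl CP55940 (top 92uM final); neg ctrl DMSO.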
aSyn yeast inh – rescues yeast growth from alpha-synuclein toxicity; Yeast expressing alpha-synuclein, growth rescue, BacTiter-Glo, 24 h; AID 652106; actives 0.14% (n = 370,000); Potency, µM (highest dose often 46.1 µM), for inactives: at the top dose growth rescue (activation), hits mostly activators; note: potency is the fitted concentration of half-maximal effect; % of control where 0% means no effect; nearly all actives have a fitted effect of over 65% in size
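Screening used galactose-induced yeast with toxic alpha-synuclein levels, exposed to compound for 24 hr at 30 deg C. Cell growth, read with BacTiter-Glo luminescence, gave the measured signal.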
EPAC1 agonist – activates human EPAC1 exchange factor | O95398 | EPAC1 agonist qHTS, biochemical assay; response scale: 100% = response to 6.5 mM cAMP | Potency, µM (series often up to 154 µM), without a hit: at the highest dose activation, most hits filed as activators | actives 0.073% (n = 360,000); note: potency is the fitted concentration of half-maximal effect; nearly all actives have a fitted effect of over 60% in size
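Fluorescent GDP-exchange assay: 100 nM EPAC1 with 250 nM Rap1B preloaded with BODIPY-GDP and 50 uM GDP; compounds tested as concentration series, 5 min at room temperature, then read every 5 min for 30 min (ex 480/em 540 nm); normalized to 6.5 mM cAMP.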
EPAC1 antagonist – antagonists of human EPAC1 | EPAC1 GEF assay, Rap1b-BODIPY-GDP exchange fluorescence | Potency, µM (top dose mostly 115 µM), without a hit: at the highest dose activity change, negative = inhibition, hits mostly inhibitors | actives 0.14% (n = 360,000) | AID 720709;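 note: potency is the fitted concentration of half-maximal effect; plate controls were vehicle for no effect and positive control for full effect; nearly all actives have a fitted effect of over 50% in size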
PI5P4Ka inh – inhibitors of human PI5P4K alpha | PI5P4Kalpha enzyme, ADP-Glo luminescence, 60 min; active compounds read low | max response, % | actives 1.2% (n = 330,000) | AID 652105; active = max response of -50% or lower; inconclusive = between -30% and -50%; inactive = -30% or higher; note: value at the top dose of about 77 µM; % is set by controls: 0 for no effect and ±100 for the full control effect
Target sequence (P48426 whole entry, looked up): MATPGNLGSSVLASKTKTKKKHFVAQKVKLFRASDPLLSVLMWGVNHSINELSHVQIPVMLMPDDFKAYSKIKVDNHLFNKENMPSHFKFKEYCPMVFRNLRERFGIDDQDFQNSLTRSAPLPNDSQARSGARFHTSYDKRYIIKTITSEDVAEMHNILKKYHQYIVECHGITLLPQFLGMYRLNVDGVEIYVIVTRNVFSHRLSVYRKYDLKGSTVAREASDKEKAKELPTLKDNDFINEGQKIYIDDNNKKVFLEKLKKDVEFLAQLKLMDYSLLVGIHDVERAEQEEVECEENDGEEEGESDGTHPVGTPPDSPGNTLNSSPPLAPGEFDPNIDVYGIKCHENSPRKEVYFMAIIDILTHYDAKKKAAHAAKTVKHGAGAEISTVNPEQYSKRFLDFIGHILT
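Luminescence from ADP-Glo served as readout of PI5P4Kalpha activity in a qHTS format. Reaction: enzyme, substrate, compound, ATP at 5 microM final, 60 min at RT.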
* marks the source's active call; other numbers are inactive results; ? = inconclusive; . = not tested or not shown; & = joins results of further samples; [ ] = another dose, or the depositor's remark. Unless noted, calls come from the whole dose curve; as a rule, active = well fitted curve in the direction sought with a large enough effect; inconclusive = small, poorly fitted or top-dose-only effect, or another doubt; inactive = no such curve, though single readings can be large; an effect the other way counts as inactive or inconclusive. Rows are unselected; 4.1% or so of the library scored in one or more.

Compound,PLK1 PBD inh,Abeta yeast res,WRN inhibitor,IL-2 act,FUS suppressor,aSyn yeast inh,EPAC1 agonist,EPAC1 antagonist,PI5P4Ka inh
O=S1(=O)CC(N2CCN(CC3CC3)CC2)CN1C1CCCCC1 (stereo not given),3.0%,-10.3%,9.7%,0.3,-37.6%,-0.3%,-0.2%,18.4%,1.7
CCCN1CCN(S(=O)(=O)c2cn(C)nc2C)CC1,-13.7%,5.9%,1.4%,0.0,-11.3%,-6.7%,6.9%,-4.0%,3.8
O=C(Cn1c(CO)nc2ccccc21)Nc1ccccc1Cl,-0.9%,-8.3%,-3.5%,0.4,-42.0%,-1.4%,13.3%,-0.5%,-3.4
O=C(c1cc2nc(-c3ccccc3)cc(-c3ccccc3)n2n1)N1CCCC1,-1.2%,3.6%,-0.4%,-2.4,-10.3%,-0.2%,9.2%,11.0%,-3.9
CCOC(=O)[C@@H]1[C@H]2COc3cc(OC)ccc3[C@@H]2N2C(=O)N(c3ccc(Cl)cc3)C(=O)[C@]12C,-11.1%,-5.1%,-5.6%,-0.5,28.2µM*,-3.7%,1.6%,-9.0%,9.1
NC1=NC[C@@H](Cc2ccc(O)cc2)N1CCc1cccc2ccccc12,3.5%,0.9%,31.0%,-0.3,0.4%,0.2%,9.5%,-5.5%,-0.8
N#CCCN(C(=O)CSc1ncccn1)c1ccc2c(c1)OCCO2,0.3%,-6.6%,0.1%,1.4,-8.5%,7.7%,7.0%,-7.9%,-3.1
Cc1ccc(S(=O)(=O)N2CCN(C)CC2)cc1C,-8.1%,-9.0%,1.2%,1.1,-14.5%,-0.9%,5.6%,-12.0%,-2.3
CCN(C(=O)COC(=O)/C=C/c1nc2ccccc2s1)C1CCS(=O)(=O)C1 (stereo not given),-8.0%,-11.8%,-4.2%,1.5,2.1%,-11.8%,-2.8%,1.2%,2.8
Cc1ccc(C)c(OCCC(=O)OCC(=O)NCc2ccc(F)cc2)c1,-10.2%,-7.1%,2.9%,-2.1,19.3%,3.3%,-8.6%,-5.0%,5.8
CS(=O)(=O)c1ccc(N)cc1,-2.8%,4.0%,-1.6%,-0.1,-21.4%,-5.1%,-6.7%,-5.9%,-0.7
COC(=O)c1sccc1NC(=O)Nc1ccc(OC)cc1OC,-3.7%,-14.7%,7.8%,0.2,14.2%,-1.3%,0.3%,4.1%,7.9
CC1(c2nnc(-c3ccc(F)cc3)o2)CC(c2ccc(Cl)cc2)=NO1 (stereo not given),2.1%,10.8%,6.2%,-0.3,-2.0%,9.9%,6.3%,-3.3%,12.2
O=C(Cc1ccc([N+](=O)[O-])cc1)Nc1cccnc1,3.5%,-0.6%,6.3%[11.6 µM],-1.9,-11.1%,-3.3%,-12.5%,10.7%,-2.4
Cc1cc(C)nc(SC(C)CNS(=O)(=O)c2ccccc2)n1 (stereo not given),-0.5%,-11.6%,5.0%,-3.7,2.4%,-0.4%,2.8%,-8.8%,1.3

Compound,PLK1 PBD inh,Abeta yeast res,WRN inhibitor,IL-2 act,FUS suppressor,aSyn yeast inh,EPAC1 agonist,EPAC1 antagonist,PI5P4Ka inh
O=C(NCCN1CCOCC1)c1ccc2c(c1)N(Cc1ccccc1F)C(=O)c1ccccc1S2,-11.1%,-3.1%,1.7%,3.0,20.1%,-6.3%,8.6%,1.9%,-0.1
Nc1cccnc1Sc1ccc([N+](=O)[O-])cn1,?,-10.0%,-27.2%[57.1 µM],-0.6,-0.7%,-1.8%,14.8%,-23.6%,-12.0
CCOC(=O)C(C(=O)OCC)C(Nc1ccccc1)c1ccccc1 (stereo not given),-4.8%,-31.5%[inhibitor],-16.3%,0.1,.,-5.3%,-15.5%,-16.1%,-2.9
CCN(CC)C(=O)/C(=C\c1ccc(Br)cc1)NC(=O)c1ccccc1OC,0.1%,1.9%,-11.6%,-2.3,17.3%,2.5%,4.2%,-7.5%,.
CC(=O)c1cccc(NS(=O)(=O)c2cc3c(cc2C)NC(=O)CO3)c1,-4.5%,-2.9%,-6.9%,-3.8,8.5%,0.3%,9.8%,?,0.6
CC(C)(C)[C@H]1COC(=O)[C@@H](NC(=O)OCC2c3ccccc3-c3ccccc32)C/C=C\C[C@@H](CC(=O)N[C@@H](CO)Cc2ccccc2)C(=O)N1,-1.2%,-1.5%,2.4%,-0.3,?,-4.1%,-20.1%,-16.3%,-4.5
Cc1ccc(NC(=O)CCn2cccc2)cc1C,-6.0%,6.1%,7.1%,-0.3,26.0%,?,2.3%,-15.4%,.
CN(CCC#N)S(=O)(=O)c1ccc2[nH]cc(C(=O)NCCc3ccccc3)c(=O)c2c1,-4.2%,0.6%,?,0.0,22.2%,-2.7%,-0.6%,11.9%,-9.9
CC(C)n1nc(C(=O)NCc2ccc3c(c2)OCO3)c2ccccc2c1=O,-19.0%,-12.8%,2.0%,0.8,?,8.8%,-4.0%,-1.6%,-0.9
Cc1cc(C)c(NC(=O)CSCc2c(C)noc2C)c(Cl)c1,-11.3%,6.5%,-14.6%,1.3,20.1%,1.7%,-39.6%[inhibitor],-9.7%,-21.8
C=C(CCO)C1=CCN(S(=O)(=O)C(C)(C)C)[C@@H]1CCO,-10.8%,-4.2%,4.7%,-0.3,-16.4%,7.4%,2.9%,9.4%,1.3
COc1ccc(S(=O)(=O)N2CCC(NC(=O)C3CCCCC3)CC2)cc1,2.6%,10.6%,8.1%,0.6,-24.7%,-0.3%,-2.2%,8.0%,-4.6
COc1ccc(CCNC(=O)CS(=O)Cc2nc(-c3cccs3)oc2C)cc1OC (stereo not given),-16.8%,10.1%,-5.1%,-1.9,?,13.4%,2.6%,0.6%,.
O=C(Nc1ccc(F)cc1Cl)C1=COCCO1,-4.1%,-8.6%,-7.1%,0.8,-13.6%,-9.8%,4.8%,-2.2%,3.5
CCOC(=O)c1sc(NC(=O)CCCCl)nc1C,6.4%,4.2%,6.7%,-2.3,.,-3.9%,-2.8%,5.6%,-1.6

Compound,PLK1 PBD inh,Abeta yeast res,WRN inhibitor,IL-2 act,FUS suppressor,aSyn yeast inh,EPAC1 agonist,EPAC1 antagonist,PI5P4Ka inh
c1ccc(N2CCCCC2)c(NC2=NCCC2)c1,-8.4%,-5.8%,7.6%,0.9,1.3%,0.0%,4.8%,-12.4%,-3.5
COC(=O)c1c(C)oc(C)c1S(=O)(=O)NCC1CC1,4.8%,2.3%,6.3%,-0.7,-3.4%,6.3%,-3.5%,7.1%,-2.5
CCCCn1nnnc1C(c1ccccc1)N1CCN(c2cccc(C(F)(F)F)n2)CC1 (stereo not given),2.6%,24.8%,-6.2%,-0.8,20.9%,0.8%,-14.6%,11.8%,18.6
Cc1cc(C)nc(CCNC(=O)c2cc(COc3c(F)cccc3F)on2)n1,-4.1%,-10.2%,4.5%,0.7,4.6%,2.2%,3.6%,3.8%,0.8
COc1cc2c(cc1NC(=O)CN1CCN(S(=O)(=O)c3ccc(C)cc3)CC1)oc1ccccc12,1.9%,5.7%,-3.0%,-0.9,-13.6%,2.1%,-6.5%,7.8%,-8.3
Cc1ccc(CN(C)C(=O)COC(=O)CSc2cc(C)c3ccccc3n2)cc1,-6.5%,-4.2%,-5.6%,-0.8,27.5%,-2.3%,9.1%,-5.5%,5.4
CCOC(=O)N1CCN(Cc2nc(-c3ccc(OC)cc3)no2)CC1,-4.3%,14.3%,2.5%,-1.5,12.1%,4.0%,2.2%,4.1%,.
CN(C)c1nc(NCc2ccccc2)nc(N/N=C/c2cccc(Br)c2)n1,11.9µM*,13.9%,4.1%[57.1 µM],-1.1,-3.2%,5.3%,2.8%,-18.7%,-27.5
CSc1ccccc1NC(=O)C1C2CCC(C2)C1C(=O)O (stereo not given),-11.4%,6.9%,-14.9%,0.2,4.7%,4.9%,-1.0%,-10.5%,0.0
O=C(Cn1c(NCCO)nc2ccccc21)Nc1ccc2c(c1)OCCCO2,1.2%,-3.3%,-8.8%,2.1,20.5%,-1.0%,5.0%,-3.8%,0.0
COc1ccc(C(CNC(=O)c2ccc(S(=O)(=O)N3CCOCC3)cc2)N2CCCCC2)cc1 (stereo not given),-4.1%,6.9%,-2.0%,-0.7,3.7%,-9.9%,-0.5%,-14.1%,0.7
CN(CC(=O)NCc1ccco1)S(=O)(=O)c1ccc(F)cc1,-4.2%,-3.8%,5.5%,0.4,-10.1%,1.4%,-0.9%,14.5%,4.4
CC(C)(C)NC(=O)CN(C(=O)CS(=O)CC(=O)Nc1ccc(F)cc1)c1cccc(F)c1 (stereo not given),0.2%,-3.3%,3.7%,0.7,-6.2%,-6.1%,-8.1%,11.9%,-0.2
Cc1ccc(C(=O)N(CC(C)C)c2c(N)n(Cc3ccccc3)c(=O)[nH]c2=O)o1,-9.7%,-7.3%,-8.4%,-5.1,4.1%,-0.2%,8.5%,0.9%,9.3
COC(=O)c1cc(=O)c2ccc(OC)cc2o1,0.9%,6.4%,4.8%,-1.8,3.1%,-0.1%,1.5%,13.9%,.

Compound,PLK1 PBD inh,Abeta yeast res,WRN inhibitor,IL-2 act,FUS suppressor,aSyn yeast inh,EPAC1 agonist,EPAC1 antagonist,PI5P4Ka inh
Cc1ccc(Oc2nc3ccccc3n3c(C)nnc23)c(C)c1,-1.8%,1.6%,-4.1%,0.1,0.6%,2.7%,11.4%,0.0%,9.4
O=C(Nc1cccc(-c2csc(Nc3cccc(C(F)(F)F)c3)n2)c1)c1ccccc1,1.4%,2.4%,-2.1%,-0.4,-1.0%,-23.3%,-4.4%,-24.7%,-24.1
CC(C)C(=O)N1CCC1(C)C(=O)NS(=O)(=O)c1cccs1 (stereo not given),-8.2%,-19.9%,2.9%,-0.2,-11.9%,-1.1%,4.0%,5.0%,-1.0
O=C(Nc1ccc(-c2nc3ccccc3[nH]2)cc1)c1ccco1,-4.6%,-32.6%,-24.4%,-0.2,-1.2%,-35.1%&-1.9%[inhibitor],-0.8%,-9.2%,.
